Bioassay records (PubChem BioAssay)
TbREL1 primary – TbREL1 inhibition, primary screen. P86926. TbREL1 RNA ligation, FRET fluorescence. inhibition, % at 9.66 µM. hit rate 0.49% among 89,000;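 active = inhibition above the mean inhibition across all screened compounds plus 3 SD, cut at about 11% in these data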;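 also: 0% = plate median of test wells and 100% = NSC42067 control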
Target sequence (P86926 whole entry, looked up): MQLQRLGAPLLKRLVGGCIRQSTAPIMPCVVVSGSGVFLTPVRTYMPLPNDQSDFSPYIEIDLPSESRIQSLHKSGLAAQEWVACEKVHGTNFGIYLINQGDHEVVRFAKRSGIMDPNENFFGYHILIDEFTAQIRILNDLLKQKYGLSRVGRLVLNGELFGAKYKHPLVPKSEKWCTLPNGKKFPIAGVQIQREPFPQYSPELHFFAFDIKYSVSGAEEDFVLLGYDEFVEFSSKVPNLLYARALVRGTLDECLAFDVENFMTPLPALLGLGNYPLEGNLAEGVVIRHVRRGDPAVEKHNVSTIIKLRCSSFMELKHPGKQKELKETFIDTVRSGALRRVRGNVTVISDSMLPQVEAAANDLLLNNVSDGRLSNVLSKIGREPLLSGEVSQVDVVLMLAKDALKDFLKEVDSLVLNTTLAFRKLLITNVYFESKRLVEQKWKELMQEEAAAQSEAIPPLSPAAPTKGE
Active calls of the source: *. Not all compounds are listed, so the mix of outcomes need not match the whole.

SMILES	TbREL1 primary
CN(CC(=O)O/N=C(\N)c1ccc([N+](=O)[O-])cc1)S(=O)(=O)c1ccc2ccccc2c1	1
CCOCCCNC(=O)C(c1ccc(Cl)cc1)N1CCN(c2ccccc2)CC1 (stereo unspecified)	-5
COCCCN1C(=O)c2[nH]nc(-c3ccccc3O)c2C1c1ccc(Cl)cc1 (stereo unspecified)	2
C[C@]12C(=O)N(c3ccc(C(F)(F)F)cc3)C(=O)N1[C@H]1c3ccccc3OC[C@@H]1[C@H]2c1ccccc1	2
Cc1csc(NC(=O)CS(=O)(=O)c2ccccc2)n1	-1
Cn1c(SC2CCCC2)nnc1-c1ccco1	0
CC1CN(C(=O)Nc2ccc3c(c2)OCO3)CC(C)O1 (stereo unspecified)	6
O=c1cc(C(F)(F)F)nc(-n2[nH]c3c(c2=O)CCCC3)[nH]1	4
Cc1c(C)c2ccc(OCC(=O)N(C)C)c(C)c2oc1=O	1
Cc1cc(C)c(S(=O)(=O)Nc2cccc(S(=O)(=O)NC3=NCCC3)c2)c(C)c1	-3
CCN(CC(=O)NCc1ccc(F)cc1)C(=O)/C=C/c1cc(OC)ccc1OC	-1
CCOC(=O)C1CCN(c2c(NC3CCCCCCC3)c(=O)c2=O)CC1	1
C=CCn1c(-c2cccc(OC)c2OC)n[nH]c1=S	-3
Cc1ccc(F)cc1NC(=O)c1cnccn1	1
CNc1nc(-c2ccc([N+](=O)[O-])cc2)cs1	2
Cn1c(=O)oc2cc(S(=O)(=O)NCCC(=O)NC3CCCC3)ccc21	-1
C=CCn1c(=NC(=O)C2COc3ccccc3O2)sc2cc(S(N)(=O)=O)ccc21 (stereo unspecified)	-1
C=CC[C@H](CC(=O)N(CCO)Cc1ccccc1)C(=O)N[C@@H](C)COC(=O)[C@H](CC=C)CC(=O)OC(C)(C)C	-2
COc1ccc(-c2nc3ccc(C)cn3c2CC2CCCCC2)cc1OC	-1
CN1CCN(S(=O)(=O)c2ccc(N3CCN(c4ccc(O)cc4)CC3)c([N+](=O)[O-])c2)CC1	-2
CC(C)(C)n1nnnc1C1c2ccccc2C(=O)N1CCc1c[nH]c2ccccc12 (stereo unspecified)	-1
Cc1nnc(NC(=O)C2CSC3(C)CCC(=O)N23)s1 (stereo unspecified)	-1
NC(=O)C1CCCN(CC(=O)Nc2cc(S(=O)(=O)N3CCOCC3)ccc2N2CCCC2)C1 (stereo unspecified)	4
Cc1ccc(NC(=O)Cn2cccc2)c(Br)c1	-3
CC(=O)c1ccc(OCC(O)CN2CCN(CCO)CC2)cc1 (stereo unspecified)	6
C[C@@H]1Cc2cc(O)c(O)c(O)c2C(=O)O1	1
CN1CCN(C(=O)/C(=C/c2ccccc2F)NC(=O)c2ccccc2)CC1	-1
COc1ccc2[nH]c3c(c2c1)CCN1C(=O)C(CC(=O)NCCCn2ccnc2)C[C@H](C(=O)N2CCOCC2)[C@@]31CCC1CCCC1 (stereo partly specified)	4
COc1ccc(OC)c(C(=O)NC(CC(N)=O)c2ccc(N3CCN(c4ccc(F)cc4)CC3)c([N+](=O)[O-])c2)c1 (stereo unspecified)	-1
C[C@H]1CN([C@@H](C)CO)C(=O)CCCn2cc(nn2)CO[C@@H]1CN(C)S(=O)(=O)c1ccc2ccccc2c1	-3
COc1ccc(OC)c(C(=O)c2coc3ccc(OCC(=O)O)cc23)c1	0
CCCCCN1C(=O)/C(=C/c2c(N3CCc4ccccc4C3)nc3ccccn3c2=O)SC1=S	11
CCN(CC)S(=O)(=O)c1ccc(N2CCOCC2)c(NS(=O)(=O)c2cccs2)c1	-3
Cc1cc(N/N=C/c2ccc([N+](=O)[O-])o2)nc2ccccc12	1
CC(C)(C)OC(=O)NCCc1nnc(SCC(=O)Nc2ccc(Br)cc2)o1	-3
CCOCCCNCc1ccc(OCc2ccc(F)cc2)c(OC)c1	-2
CCN(c1ccc(OC)cc1)S(=O)(=O)N1CCCC(C(=O)NC(C)c2ccccc2)C1 (stereo unspecified)	0
c1ccc(CCNc2nc3ccccc3s2)cc1	2
COc1cc(OC)c2c(N)c(C#N)c(C(F)(F)C(F)(F)F)nc2c1	3
C[C@H](NC(=O)[C@@H]1Cc2ccccc2CN1)C(=O)Nc1ccc2c(c1)OCCO2	-1

Seven entries from above, ordered by the value under TbREL1 primary, ascending:
SMILES	TbREL1 primary
Cc1cc(C)c(S(=O)(=O)Nc2cccc(S(=O)(=O)NC3=NCCC3)c2)c(C)c1	-3
C=CC[C@H](CC(=O)N(CCO)Cc1ccccc1)C(=O)N[C@@H](C)COC(=O)[C@H](CC=C)CC(=O)OC(C)(C)C	-2
COc1ccc(-c2nc3ccc(C)cn3c2CC2CCCCC2)cc1OC	-1
Cn1c(SC2CCCC2)nnc1-c1ccco1	0
C[C@@H]1Cc2cc(O)c(O)c(O)c2C(=O)O1	1
COc1cc(OC)c2c(N)c(C#N)c(C(F)(F)C(F)(F)F)nc2c1	3
COc1ccc2[nH]c3c(c2c1)CCN1C(=O)C(CC(=O)NCCCn2ccnc2)C[C@H](C(=O)N2CCOCC2)[C@@]31CCC1CCCC1 (stereo partly specified)	4

Further structures.
SMILES	TbREL1 primary
Cc1c(C(=O)N2CCCC2)oc2c1-c1nn(CC(=O)NCCCN3CCCCC3)cc1CC2	-3
CN(C(=O)c1ccc(NC(=O)Cc2ccc(NC(=O)C3CCCN(C(=O)C4CCC4)C3)cc2)cc1)C1CCCC1 (stereo unspecified)	2
N#Cc1c(N)nc2c(c1-c1ccncc1)CCCCCC2	5
COc1ccc(S(=O)(=O)N2CCC(C(=O)NC3CC3)CC2)cc1C	0
CSCCC(NC(=O)c1ccco1)C(=O)NCC(c1ccccc1)N(C)C (stereo unspecified)	-3
COc1ccc(C)cc1-n1c(SCC(=O)Nc2cccc(C(=O)O)c2)nc2ccccc2c1=O	-1
Cc1cc(Cl)ccc1OCC(=O)NCCCCc1ccccc1	1
CCOC(=O)c1c(C)[nH]c(C)c1S(=O)(=O)NC(CC)CN1CCOCC1 (stereo unspecified)	2
COc1ccc2c(c1)C(=NN)c1cc(OC)ccc1-2	-1
O=C(Cn1c2ccccc2c(=O)c2ccccc21)N/N=C/c1cc([N+](=O)[O-])ccc1N1CCCCCC1	2
Cc1ccc(/C(O)=C2\C(=O)C(=O)N(CCN(C)C)C2c2ccccc2F)cc1 (stereo unspecified)	-2
Cc1nc(N2CCN(C(=O)COc3ccccc3C)CC2)c2c3c(sc2n1)CCCC3	8
Cc1cc(C)nc(NS(=O)(=O)c2ccc(NC(=S)NC(=O)c3ccco3)cc2)n1	7
O=C(O)CSC(NC(=O)c1cccnc1)(C(F)(F)F)C(F)(F)F	7
Nc1nnc(CC(=O)N/N=C/c2ccccc2OCc2ccc(F)cc2)s1	1
COc1cccc(CNC(C)C(=O)Nc2ccc(S(=O)(=O)N3CCCC3)cc2)c1 (stereo unspecified)	-3
CCOc1cc(CNCc2ccncc2)cc(Br)c1OCc1ccccc1F	-2
Cc1cc(C)n(C(=O)CNc2cccc(Cl)c2C)n1	0
Cc1cc(C)c(S(=O)(=O)N2CCN(C(=O)CCn3nc(C)c(C)c3C)CC2)c(C)c1	3
COc1ccc(-c2nc(C#N)c(N3CCN(c4ccccc4)CC3)o2)cc1	0

Looked up one by one from the entries so far:
SMILES	TbREL1 primary
Nc1nnc(CC(=O)N/N=C/c2ccccc2OCc2ccc(F)cc2)s1	1
CN(C(=O)c1ccc(NC(=O)Cc2ccc(NC(=O)C3CCCN(C(=O)C4CCC4)C3)cc2)cc1)C1CCCC1 (stereo unspecified)	2
Cc1cc(C)nc(NS(=O)(=O)c2ccc(NC(=S)NC(=O)c3ccco3)cc2)n1	7
Cc1cc(C)n(C(=O)CNc2cccc(Cl)c2C)n1	0
CSCCC(NC(=O)c1ccco1)C(=O)NCC(c1ccccc1)N(C)C (stereo unspecified)	-3

Further entries follow:
SMILES	TbREL1 primary
NNC(=O)CCS(=O)(=O)c1ccc2ccccc2c1	4
O=C(NCC1CCCO1)C1CC(=O)N(c2ccc(Cl)cc2)C1 (stereo unspecified)	2
COc1ccc(OC)c(/C=N/NC(=O)CCN2CCN(C(c3ccccc3)c3ccccc3)CC2)c1	-2
Cc1cc(NC(=O)C2CC(=O)OC2c2ccccc2)no1 (stereo unspecified)	1
O=C(O)C(Cc1ccccc1)N1C(=O)/C(=C/c2ccccc2)SC1=S (stereo unspecified)	2
O=C(NCCS(=O)(=O)N1CCN(c2ccccc2)CC1)C1CC1	4
Cc1cccc(NC(=O)/C=C/c2ccc(Cl)cc2)n1	0
C=CCNC(=O)c1cc(Cl)cc(Cl)c1	-3
O=C1NC(c2ccccc2)=NC1(NS(=O)(=O)c1ccccc1)C(F)(F)F (stereo unspecified)	-4
COc1ccc2[nH]cc(C(=O)CN(C)CCc3ccc(OC)c(OC)c3)c2c1	-2
FC(F)C(F)(F)c1cc(-c2ccccc2)n[nH]1	-1
Cc1ccsc1C(=O)N/N=C/C=C/c1ccccc1[N+](=O)[O-]	2
c1ccc(-n2nnnc2-c2cccnc2)cc1	-2
O=C(COC(=O)c1cncc(Br)c1)NCc1cccs1	-2
O=C(CSc1cccc[n+]1[O-])Nc1ccc(N2CCOCC2)cc1	-1
CC(C)(C)NC(=O)/C=C/c1cccs1	0
CCOC(=O)N1CCN(C(=O)CSCC(=O)Nc2nc(-c3ccc(OC)cc3)cs2)CC1	-2
O=C(NCC12CC3CC(CC(C3)C1)C2)c1cc2n(n1)C(C(F)(F)F)CC(c1ccco1)N2 (stereo unspecified)	-1
O=c1c2c(nc3nc(NCc4cccc(Cl)c4)[nH]n13)CCC2	1
CCOC(=O)CN1C(=O)N[C@@H](c2ccc(Br)cc2)C(C(=O)OC)=C1C	-2
Cc1ccc(OCCNCC(O)COc2ccccc2)cc1 (stereo unspecified)	5
CN1CCN(Cc2c(O)ccc3cc(Br)ccc23)CC1	-3
COc1cccc(Oc2ccc(OC)cc2C(=O)O)c1	-2
C=CCNc1nc(N2CCOCC2)c(C#N)c2c1CN(C)CC2	2
COc1ccc(S[C@]2(C(=O)N3CCN(c4ncccn4)CC3)CC(=O)N(C(=O)C3CC3)[C@@H]2c2ccc(OC)cc2)cc1	0
Cc1cc(=O)[nH]c2ccc(S(=O)(=O)NC3CCCCC3)cc12	2
CC(=O)c1cc2c(cc1C)CCCC2(C)C	-1
COc1ccccc1CNC(=O)CCc1c(C)nc2cc(-c3ccccc3OC)nn2c1C	3
COc1ccc(N=Cc2ccc(CNS(=O)(=O)c3ccc(Cl)cc3)o2)cc1	-4
O=C(c1cccc(S(=O)(=O)NCc2ccccc2)c1)N1CCN(c2ccc(F)cc2)CC1	-1
CCc1nnc(NS(=O)(=O)c2ccc(N/C=C\C(=O)c3ccc(F)cc3)cc2)s1	1
COc1ccc(Nc2oc(-c3ccc(F)cc3)nc2C#N)cc1	-1
C[C@H]1CN=C(Nc2ccccc2)N1CCc1ccccc1	7
Cc1ccccc1C#CC1=CC(=O)CC(C)(C)C1	1
Cc1ccc(-c2noc(CN(C(=O)Cc3ccccc3)C(C)C)n2)cc1	-1
O=C(COc1ccc(S(=O)(=O)NC2CCCC2)cc1)N1CCCCCC1	1
CN(C)c1ccc(C(CNS(=O)(=O)c2ccc([N+](=O)[O-])cc2)N2CCOCC2)cc1 (stereo unspecified)	-6
Cc1ccc(NC(=O)C(=O)NCC2CCCN2S(=O)(=O)c2cccs2)c(C)c1 (stereo unspecified)	0
C/C(=N\NC(=O)c1c(C)nc2ccccn12)c1ccc(O)cc1O	0
COc1ccccc1NC(=O)c1ccc2nc(-c3ccccc3)c(-c3ccccc3)nc2c1	-1
CCCNC(=O)c1ccc2c(=O)c(O)c(-c3ccc(Cl)c([N+](=O)[O-])c3)[nH]c2c1	-5
CCOc1ccc(OCC)c(NC(=O)CN(c2ccc(C)cc2)S(=O)(=O)c2c(C)noc2C)c1	-2
CC(C)C[C@H]1CN([C@@H](CC(C)C)CN2CCC[C@@H]2CN2C(=O)C(=O)NC[C@@H]2Cc2ccccc2)C(=O)C(=O)N1CC1CCCCC1	-4
O=C(NCc1ccccc1)c1onc(CSc2ccc(F)cc2)c1C(=O)NCCCN1CCOCC1	-1
c1ccc(CCC2CCCCN2Cc2nc(-c3ccc4c(c3)OCO4)no2)nc1 (stereo unspecified)	1
CCOC(=O)C(NC(=O)c1ccccc1)(N1CCCC1=O)C(F)(F)F (stereo unspecified)	2
O=C(Nc1ccccc1)Nc1cc([N+](=O)[O-])ccc1F	-3
COC(=O)C/C=N/N=C1/NC(=O)/C(=C/C(=O)O)S1	9
CON=C1CCN(c2ncc(C(F)(F)F)cc2Cl)CC1	0
N#Cc1ccc(NC(=O)CN2C(=O)NC(Cc3ccccc3)C2=O)cc1 (stereo unspecified)	-3
CC1(C)CC(=O)C2=C(C1)N(N1CCOCC1)C(N)=C(C#N)C2c1cccs1 (stereo unspecified)	4
COc1ccc(NC(=O)c2cn(-c3ccccc3)nc2-c2ccncc2)cc1	-5
CC(C)CCN1C(Nc2ccccc2)=NC[C@@H]1C	1
O=C(N/N=C/c1cc([N+](=O)[O-])ccc1Cl)c1ccc2nc[nH]c2c1	0
O=C(Cn1cc(S(=O)(=O)Cc2ccccc2F)c2ccccc21)N1CCOCC1	3
CCOc1ccc(N2C(=O)c3cccnc3C2=O)cc1	6
COc1cccc(C(=O)N2CCN(C3CCC(c4ccccc4)CC3)CC2)c1 (stereo unspecified)	-3
O=C(CN1C(=O)S/C(=C/c2ccc(N3CCOCC3)cc2)C1=O)N1CCOCC1	3
CCOC(=O)Cn1cc(C(=O)c2ccco2)c2ccccc21	-2
Cc1ccc2nc(NC(=O)CCNS(=O)(=O)c3cccs3)sc2c1	5
Later entries.
SMILES	TbREL1 primary
Cc1cccc[n+]1CC(=O)c1ccc([N+](=O)[O-])cc1	1
COc1ccccc1OCCC(=O)OCC(=O)Nc1ccc(Br)cc1	-1
COc1ccc(N/C=C/C(=C(C#N)C#N)N(C)C)cc1	3
CCOc1ccc(NC(=O)c2nccnc2CO)cc1	2
CCOC(=O)[C@H]1[C@H]2COc3ccc(Br)cc3[C@@H]2N2C(=O)c3cc(Br)ccc3NC(=O)[C@@]12C	2
CC(=O)Nc1ccc(S(=O)(=O)Nc2nnc(C(C)C)s2)cc1	2
CC1=C(C(=O)Nc2ccccc2)C(c2ccco2)NC(=S)N1 (stereo unspecified)	1
Cc1cccc(-c2nc3c(c(SCC(=O)N(C)C)n2)CCCC3)c1	-3
